Calpain2 inh: inhibitors of pig calpain II, primary screen, biochemical, fluorogenic peptide substrate, 1536-well; AID 1236, 2008; purified calpain II, 30 min; inhibition, % at 16 µM; hit rate 0.37% among 220,000;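 active means inhibition above about 50%, limit read from the data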
Rad51 HR inh: human RAD51 strand exchange inhibitors, primary screen, biochemical, fluorescence. inhibition, % at 10 µM. hit rate 0.085% among 200,000. hRad51 DNA strand exchange, fluorescence dequenching. AID 1385, 2008;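 active means inhibition above 40% at the single screening dose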;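 further: 0% = DMSO control wells and 100% = blanks with heterologous ssDNA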
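Read-out basis: percent inhibition relative to plate controls and blanks / Assay system: human Rad51 nucleoprotein filaments preassembled on unlabelled ssDNA / Timing: filaments 15 min 37 °C, then compound 30 min / Control set: per-plate controls and blanks / Technique: fluorescence dequenching at 485/520 nm / Compound: 10 µM final, single point / Also added: Fluorescein- and BHQ1-tagged 47-mer duplex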
EP2 modulator: EP2 receptor modulators, cAMP readout, primary screen, cell-based, HTRF cAMP, PGE2 stimulation; EP2-expressing cells, cAMP HTRF FRET, PGE2 co-stimulation; induction, % at 25 µM; hit rate 0.83% among 260,000;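 active means compounds whose cAMP rise, as percent of the full-agonist control response, exceeds 60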;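 further: rat C6 glioma line stably carrying human EP2 under a CMV promoter; the protocol text gives 20 µM as final concentration; 100% = response of wells given 1 µM PGE2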
Target sequence (P43116 whole entry, looked up): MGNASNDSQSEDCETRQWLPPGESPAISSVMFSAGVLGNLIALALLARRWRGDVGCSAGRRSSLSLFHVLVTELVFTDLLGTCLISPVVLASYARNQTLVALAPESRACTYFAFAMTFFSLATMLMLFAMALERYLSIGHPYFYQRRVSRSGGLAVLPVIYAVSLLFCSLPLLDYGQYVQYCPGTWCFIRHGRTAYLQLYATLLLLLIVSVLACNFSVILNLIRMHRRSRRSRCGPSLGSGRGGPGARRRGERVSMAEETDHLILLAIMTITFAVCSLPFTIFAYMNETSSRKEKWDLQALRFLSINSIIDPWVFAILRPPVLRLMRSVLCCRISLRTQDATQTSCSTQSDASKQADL
eIF4E 4G PPI: eIF4E–eIF4G protein interaction inhibitors, primary screen, biochemical, uHTS, TR-FRET, eIF4GI fragment. Eukaryotic translation initiation factor 4E (Mus musculus) + Eukaryotic translation …. TR-FRET eIF4E-eIF4GI(517-606) binding, 2 h. inhibition, % at 21.7 µM. hit rate 0.37% among 220,000. AID 782, 2007;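 active means inhibition above about 30%, limit read from the data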;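 further: 0% = full FRET control wells and 100% = background wells lacking eIF4GI fragment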
TbHK1 inh: Trypanosoma brucei hexokinase 1 inhibitors, primary screen, biochemical, G6PDH-coupled NADH absorbance, MLSCN library; hexokinase 1 [Trypanosoma brucei]; recombinant TbHK1, G6PDH-coupled NADH A340; inhibition, % at 10 µM; hit rate 0.11% among 220,000;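 active means inhibition of 50% or more in the single-dose primary screen; inactive means inhibition below 50%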
14-3-3 Bad inh: inhibitors of 14-3-3 zeta/Bad binding, primary screen, biochemical, TR-FRET, bovine 14-3-3 zeta. inhibition, % at 21.7 µM. TR-FRET 14-3-3zeta/Dy647-pBad peptide displacement, 1 h. hit rate 0.71% among 220,000. 14-3-3 protein zeta/delta (Bos taurus), P63103. AID 781, 2007;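 active means inhibition above about 70%, limit read from the data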;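 further: 0% = full 14-3-3 plus peptide FRET controls and 100% = background without 14-3-3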
EP2 antag: human EP2 receptor antagonists, primary screen, TR-FRET cAMP, C6 glioma cells; C6 glioma cells expressing human EP2; cells stimulated with saturating PGE2; inhibition, % at 25 µM; Prostaglandin E2 receptor EP2 subtype (Homo sapiens), P43116; hit rate 0.52% among 260,000;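 active means percent inhibition above 40 after rounding to a whole number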;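 further: rat C6 glioma host cells with rolipram phosphodiesterase inhibitor present; the protocol text gives 20 µM as final concentration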
L929 necroptosis: inhibitors of zVAD-triggered necroptosis, primary screen, L929 cells | L929 zVAD necroptosis rescue, ATP luminescence, 24 h; with zVAD 60 µM | viability rescue, % at 10 µM | hit rate 0.38% among 220,000;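 active means activation, scaled between plate controls, above about 75%, limit read from the data; inactive means activation under that limit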;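 further: 0% = zVAD with DMSO and 100% = DMSO alone without zVAD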
Hck Nef HTS: inhibitors of Nef-activated human Hck kinase, primary screen, biochemical, Z-Lyte FRET, 384-well, Hck-YEEI | Recombinant Hck-YEEI plus Nef, Z-Lyte FRET kinase assay | AID 463187, 2010 | hit rate 0.68% among 220,000 | inhibition, % at 20 µM | Tyrosine-protein kinase HCK (Homo sapiens), P08631;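 active means Hck-Nef kinase inhibition above about 50%, limit read from the data; inactive means inhibition below that limit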;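 further: 0% = DMSO with Hck plus Nef and 100% = Hck alone without Nef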
Target sequence (P08631 whole entry, looked up): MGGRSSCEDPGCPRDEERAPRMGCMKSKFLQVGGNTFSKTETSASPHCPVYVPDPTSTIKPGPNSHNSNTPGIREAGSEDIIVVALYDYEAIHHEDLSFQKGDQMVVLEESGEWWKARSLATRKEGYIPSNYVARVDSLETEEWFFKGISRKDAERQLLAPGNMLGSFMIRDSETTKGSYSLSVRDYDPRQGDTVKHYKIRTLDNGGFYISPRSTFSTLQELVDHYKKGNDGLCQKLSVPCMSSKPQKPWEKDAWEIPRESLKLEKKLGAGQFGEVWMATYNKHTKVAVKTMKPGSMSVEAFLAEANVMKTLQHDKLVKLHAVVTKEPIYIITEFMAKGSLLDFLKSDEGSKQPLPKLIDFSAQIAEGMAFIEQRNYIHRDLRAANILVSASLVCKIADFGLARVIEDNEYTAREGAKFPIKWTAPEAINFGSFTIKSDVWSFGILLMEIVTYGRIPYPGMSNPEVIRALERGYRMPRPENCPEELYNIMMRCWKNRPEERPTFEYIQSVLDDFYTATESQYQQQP
* hit, by the source's call; i = inactive; . = no result given; & = joins results of further samples; [ ] = dose if it differs, or a comment.

smiles	Calpain2 inh	Rad51 HR inh	EP2 modulator	eIF4E 4G PPI	TbHK1 inh	14-3-3 Bad inh	EP2 antag	L929 necroptosis	Hck Nef HTS
CC(=O)/C(=N\Nc1ccccc1)Sc1nncn1C	17.7	.	25.2	4.0	19.5	1.7	9.7	0.5	-0.3
O=C(NCCC(c1ccccc1)c1ccccc1)c1ccc(Br)o1	-6.0	-8.2	-33.1	2.7	4.0	7.2	7.2	-0.5	1.1
CCOC(=O)Nc1ccc(C(=O)NCC2CCCO2)cc1 (stereo not given)	-4.3	.	7.9	-6.3[fluorescence artefact?]	3.3	1.5[fluorescence artefact?]	.	0.2	2.7
C[C@]12CCC(=O)C=C1[C@H](O)C[C@@H]1[C@@H]2[C@@H](O)C[C@@]2(C)[C@H]1CC[C@]2(O)C(=O)CO	12.7	-1.9	47.8	-2.6	4.0	2.4	13.9	60.4	-0.5
Cc1ccc(/C(C#N)=C\c2cn(C)c3ccccc23)cc1	-23.6	61.9*	1.3	-3.6	-5.5	-1.6	14.0	-0.1	8.0
CCOc1cc(/C=C2\SC(=O)N(CC(=O)Nc3ccccc3F)C2=O)cc([N+](=O)[O-])c1O	-67.2	6.9	-10.0	0.9	2.4	-2.3	4.7	73.1	20.6
COc1ccc(Nc2oc(-c3ccccc3)nc2C#N)cc1	-26.0	-6.4	-43.6	-0.9	-3.5	-15.5	14.7	1.3	-5.3
CN1C(=O)c2cccc(NC(=O)CCc3ccccc3)c2C1=O	-20.9	-0.7	-9.0	0.0	-12.6	-3.7	7.3	0.7	-0.7
CC(C)(C)c1nc2ccccc2c2nnc(SCC(=O)Nc3nccs3)n12	-9.8	-3.0	-31.0	-1.2	-9.9	5.3	13.6	0.7	-1.4
CCOC(=O)NC(=O)c1cn(CCNCCO)c(=O)[nH]c1=O	-13.8	4.3	17.0	-1.9	-3.3	0.1	3.5	1.7	-9.8
CC(C)NC(=O)COc1ccc(S(=O)(=O)N(C)Cc2ccccc2)cc1	-17.1	0.1	-6.7	-4.3	-1.9	-0.6	10.5	1.7	19.2
Cc1noc(C)c1S(=O)(=O)Nc1ccccc1OC(F)(F)F	-5.9	2.1	-4.6	3.7	-8.4	-7.5	4.4	0.7	4.2
Cc1ccc(S(=O)(=O)Nc2ccncc2)c(C)c1N(C)S(=O)(=O)c1ccc(F)cc1	-8.6	4.2	22.2	13.5	30.3	-17.3[fluorescence artefact?]	2.7	0.1	3.4
N#Cc1nc(-c2ccco2)oc1NCCCN1CCOCC1	-304.3	-10.3	0.2	-4.8	-12.2	-10.0[fluorescence artefact?]	8.4	-0.1	2.1
COc1cc2nc(Cl)nc(N3CCCCC3)c2cc1OC	2.0	1.7	15.1	1.0	-22.4	6.8	9.1	7.9	11.1
O=C1OCC(c2ccccc2)=C1c1ccc(S(=O)(=O)N2CCOCC2)s1	-11.5	-1.9	5.2	2.0[fluorescence artefact?]	-13.3	12.7[fluorescence artefact?]	18.1	0.3	1.0
CCN(CC)S(=O)(=O)c1cccc(-c2nnc(SCCOc3ccccc3)o2)c1	-16.6	0.1	26.8	5.8	7.7	-0.5	12.3	-0.4	-0.2
CCO[C@H]1OC(C(=O)N2CCN(C)CC2)=C[C@@H](c2ccc3c(c2)OCO3)[C@@H]1CCCO	-0.8	-3.3	10.7	4.8	-8.5	3.4	13.5	0.7	0.9
Cc1ccc(S(=O)(=O)NCC(=O)OCC(=O)Nc2ccccc2OC(F)F)cc1	11.1	1.8	-6.5	-3.0[fluorescence artefact?]	-1.8	0.4[fluorescence artefact?]	7.6	1.8	3.9
Cc1ccc(NC(=O)C2CCCCC2)c(O)c1	10.2	-14.0	3.5	-0.4	6.1	-7.9	4.7	5.8	19.1
O=C(NNC1=NCCN1Cc1ccccc1)c1cccc(C(F)(F)F)c1	-11.7	16.3	-10.6	-0.6	-12.5	-8.8	12.0	0.7	2.2
Cn1nccc1C(=O)Nc1cccc(C(F)(F)F)c1	3.4	-29.0	-45.0	-0.4	-2.3	-5.6	8.5	0.6	0.5
CCc1cc(=O)oc2c(C)c(O)c(CN(C)C)cc12	i	2.4	13.8	10.0	-29.5	-3.4[fluorescence artefact?]	8.8	2.2	34.4
CCC(C)c1ccc(NC(=O)C/C(C)=N/NC(=O)c2cnccn2)cc1 (stereo not given)	-2.7	-2.7	-6.5	2.4	42.2	-7.6	5.8	0.6	0.6
CCN(CC)S(=O)(=O)c1ccc(C(=O)N2CCc3ccccc32)cc1	2.9	1.6	-16.2	-1.8	-2.5	-6.8	5.3	-0.1	21.5

The list goes on (2 carried over from the part before).
smiles	Calpain2 inh	Rad51 HR inh	EP2 modulator	eIF4E 4G PPI	TbHK1 inh	14-3-3 Bad inh	EP2 antag	L929 necroptosis	Hck Nef HTS
CCC(C)c1ccc(NC(=O)C/C(C)=N/NC(=O)c2cnccn2)cc1 (stereo not given)	-2.7	-2.7	-6.5	2.4	42.2	-7.6	5.8	0.6	0.6
CCN(CC)S(=O)(=O)c1ccc(C(=O)N2CCc3ccccc32)cc1	2.9	1.6	-16.2	-1.8	-2.5	-6.8	5.3	-0.1	21.5
O=C(N[C@@H](Cc1ccccc1)C(=O)NC1CCCCCC1)c1ccco1	-7.7	0.9	6.3	-5.8	-1.7	-0.8	9.5	-1.3	0.3
COc1cc(/C=N/S(=O)(=O)CCc2ccccc2)ccc1O	13.1	.	-4.5	-0.9[fluorescence artefact?]	-28.4	4.0[fluorescence artefact?]	0.6	-0.2	0.0
CCOC(=O)/C(=C\c1ccc([N+](=O)[O-])o1)NC(=O)c1ccccc1	5.2	-9.6	-29.0&19.9	5.7	-26.6	-3.6	5.1&17.4	0.2	-0.9
CC1(C)CC(=O)C2=C(C1)OC(N)=C(C#N)C2c1cccc(OC(=O)c2ccco2)c1 (stereo not given)	1.3	-4.9	7.4	-1.8	3.2	3.3	15.3	0.0	-0.4
Cc1nc(CNC(=O)CC2C(=O)NCCN2Cc2cccc(Oc3ccccc3)c2)cs1 (stereo not given)	-60.8	.	-20.0	-3.1	-3.9	-7.3	2.4	0.2	1.2
CCOC(=O)c1cc(C(=O)OCC)c(=O)[nH]c1N1CCCC1	33.7	-22.4	2.4	2.3	-48.6	2.1	2.5	1.7	4.9
CN(C)c1ccc(/C=N/N(Cc2ccccc2)c2ccccc2)cc1	17.7	-8.4	23.9	0.2[fluorescence artefact?]	-15.0	18.3	4.6	-1.1	0.4
Clc1cccc(CSc2ncn(-c3ccccc3)n2)c1	0.7	2.7	48.2	4.6	2.3	10.5	3.5	-1.0	8.7
O=C(c1ccccc1Br)N1CCN(c2ccc([N+](=O)[O-])c(N3CCOCC3)c2)CC1	7.5	15.2	-31.1	-1.4	-4.5	-7.8	6.1	-0.1	20.2
C=CCN1C(=O)C(Cc2ccc(C)cc2)S/C1=N/N=C/c1ccco1 (stereo not given)	-6.5	-8.1	13.2	0.7	-4.7	-4.3	6.5	0.1	-0.7
N#Cc1ccc(NC(=O)CNc2cc(S(=O)(=O)N3CCOCC3)ccc2NCC2CCCO2)cc1 (stereo not given)	-11.6	-15.5	-23.2	2.7	-7.6	-9.5	9.8	0.8	25.9
Cc1ccc(C)c(OCC(=O)Nc2ccc(S(=O)(=O)Nc3ccccn3)cc2)c1C	-24.1	5.7	17.8&3.5	-0.6	-8.0	5.6	10.3&2.9	1.5	-0.4
CC(=O)Nc1ccc(NC(=O)CSc2ncnc3c2cnn3Cc2ccccc2)cc1	-4.3	22.9	-2.8	3.6	2.0	-5.0	5.9	-0.6	15.9
CCCOc1ccc(C(O)C(CN2CCOCC2)c2ccccc2)cc1 (stereo not given)	0.0	2.4	23.6	-2.8	-5.2	44.0	10.2	-0.2	-0.8
CCO[C@@H]1OC(C(=O)NC2CC2)=C[C@H](c2c[nH]c3ccccc23)[C@H]1CCCO	25.1	9.2	-5.0	-4.7	-2.3	-2.8	4.3	-0.1	20.0
CCCC(=O)OCC(=O)NC1CCCc2ccccc21 (stereo not given)	17.9	-4.0	13.2	-1.7	2.9	0.2	5.3	1.6	27.4
NC(=O)CC(NC(=O)Cc1cccc2ccccc12)c1ccc(N2CCN(c3ccccc3)CC2)c([N+](=O)[O-])c1 (stereo not given)	-52.1	-10.3	-5.9	-0.8	-5.8	-1.4	13.4	0.8	25.7
C=C(C)COc1ccc(-c2[nH]ncc2-c2ccccc2)c(O)c1	32.6	-5.0	-32.0	9.6	14.9	-7.4	29.2	0.8	-0.3
CC(C)Cc1nnc(NC(=O)CCC(=O)Nc2ccccc2F)s1	-21.5	.	4.1	-3.7	-10.3	-1.6	7.8	-0.1	-4.0
O=C(Nc1cccc(F)c1)c1cc(S(=O)(=O)N2CCC3(CC2)OCCO3)ccc1F	14.8	-23.1	-37.3	5.2	-3.9	-1.9	4.8	20.6	26.2
O=C(/C=C/c1ccc2ccccc2n1)c1cc(Br)ccc1O	-13.8	-126.0	-7.6	1.6	-9.8	-5.5	9.5	1.0	1.1
CCc1ccccc1NC(=S)NCCSc1ccc(Cl)cc1	37.8	-53.5	-44.3	-1.5	2.4	-3.3	9.6	1.1	19.0
O=C(CSc1nnc2ccccn12)NC(=O)NC1CCCC1	-19.5	-3.8	-3.2	-7.6	-0.7	-7.0	5.5	1.9	-0.9
CS(=O)(=O)c1ccc(C(=O)OCc2nnc(-c3ccc(Cl)cc3)o2)cc1[N+](=O)[O-]	-30.2	-4.7	-51.6	1.1	-1.2	-10.2	6.0	1.7	33.7
COc1ccc(S(=O)(=O)N2CCOCC2)cc1NC(=O)Cn1nnc2ccccc2c1=O	27.4	3.0	7.8	-1.2	4.7	2.8	11.5	1.2	-4.3
CCn1cc(C(=O)NC2CCCCCC2)c2cc(OC)c(OC)cc2c1=O	-7.4	5.6	-1.1	11.1	-3.3	-6.1	13.2	1.2	-0.3
C/C(=N\O)c1ccc2c(c1)CC(C)O2 (stereo not given)	-4.0	1.2	-12.3	3.9	-5.9	-0.8	6.6	1.4	5.2
CCCC1S/C(=N/N=C/c2ccc(C)cc2)N(Cc2ccc(OC)cc2)C1=O (stereo not given)	16.0	7.5	14.3	3.2	-8.8	-4.8	7.1	0.2	0.1
CC12C(=O)N(c3ccc(OC(=O)c4ccco4)cc3)C(=O)C1C1c3ccccc3C2c2ccccc21 (stereo not given)	25.9	11.6	18.6	11.1	27.5	10.6	5.6	0.2	4.9
COc1ccccc1-c1ccc(SCc2ccc(F)cc2)nn1	14.0	0.5	30.9	1.9	2.4	-0.7	3.0	-0.4	12.3
CCC(C)NC(=O)C1CCN(S(=O)(=O)N2CCOCC2)CC1 (stereo not given)	-28.1	-11.2	5.7	4.8	2.0	-19.7	0.4	2.3	22.2

Assay outcomes deposited in PubChem by several laboratories.

Not all compounds are listed. The share of hits here may be higher or lower than overall.
